NadD inh: inhibitors of S. aureus NadD, primary screen, biochemical, colorimetric, uHTS | purified NadD enzyme, colorimetric absorbance read-out | AID 602399, 2012 | actives 0.78% (n = 360,000) | inhibition, % at 20 µM | Nicotinate-nucleotide adenylyltransferase NadD (Staphylococcus aureus N315); in the data active = inhibition above about 26%; also: some compounds past the cut are filed as inactive
Tb MetRS inh: T. brucei MetRS inhibitors, primary screen, biochemical, luminescence; purified T. brucei MetRS, ATP depletion, Kinase-Glo luminescence; actives 0.4% (n = 360,000); inhibition, % at 11.9 µM; methionyl-tRNA synthetase (Trypanosoma brucei brucei);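 active = inhibition above a per-plate cutoff of the control wells' mean inhibition plus 3 SD, cut at about 5.5% in these data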;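 also: 0% = DMSO wells median and 100% = median of wells with control inhibitor compound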
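System: purified T. brucei MetRS enzyme / Detection: Kinase-Glo luciferase luminescence reporting remaining unconsumed ATP / Medium: HEPES buffer with MgCl2, KCl, DTT, spermine, BSA, pyrophosphatase / Replication: singlicate, one well per compound / Evaluation: percent inhibition relative to median high and low control wells / Schedule: 2 h aminoacylation at 25 °C after 15 min preincubation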
Scp-1 inhibitor: Scp-1 phosphatase inhibitors, primary screen, biochemical, colorimetric, uHTS; actives 0.88% (n = 340,000); inhibition, % at 20 µM; Recombinant Scp1, phosphopeptide, malachite green phosphate absorbance; AID 493091, 2011; Carboxy-terminal domain RNA polymerase II polypeptide A small phosphatase 1 (Homo …;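 active = inhibition above about 50% at 20 µM, limit read from the data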;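 also: plate controls were DMSO wells with enzyme for no effect and wells lacking enzyme for full effect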
Target sequence (Q9GZU7 76-261 limits assumed): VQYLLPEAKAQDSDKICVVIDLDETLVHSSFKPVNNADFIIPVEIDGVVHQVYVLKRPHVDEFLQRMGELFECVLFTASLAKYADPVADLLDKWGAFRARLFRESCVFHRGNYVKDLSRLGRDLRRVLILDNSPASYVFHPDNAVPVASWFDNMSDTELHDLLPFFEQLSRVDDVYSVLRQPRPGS
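Material: truncated SCP-1 phosphatase (76-261aa) / Buffer or medium: 50 mM Tris acetate pH 5.5, 0.005% Tween-20, 10 mM MgCl2 / Compound dosing: one concentration, 20 µM, with 1.0% DMSO / Incubation: 45 min room-temperature reaction, 5 min colour, 30 min stabiliser / Detection: colorimetric free-phosphate detection, absorbance 630 nm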
MsrA inhibitor: bovine MsrA enzyme inhibitors, primary screen, biochemical, absorbance, HTS; inhibition, % at 15.5 µM; AID 651718, 2012; purified bovine MsrA, absorbance read-out; Methionine sulfoxide reductase A (Bos taurus); actives 0.75% (n = 360,000); in the data active = inhibition above about 4.5%;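 also: 0% = vehicle wells with enzyme and 100% = reference inhibitor wells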
Rpn11 inh: Rpn11 (PSMD14) deubiquitinase inhibitors, primary screen, biochemical, fluorescence polarization, uHTS. human 26S proteasome, Ub4-pepOG fluorescence polarization; 20S core pre-blocked with epoxomicin. calls only at 20 µM. actives 0.59% (n = 360,000). AID 588493, 2011;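 active = inhibition at 20 µM, scaled to each plate's controls, above about 33%, limit read from the data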
Target sequence (O00487 whole entry, looked up): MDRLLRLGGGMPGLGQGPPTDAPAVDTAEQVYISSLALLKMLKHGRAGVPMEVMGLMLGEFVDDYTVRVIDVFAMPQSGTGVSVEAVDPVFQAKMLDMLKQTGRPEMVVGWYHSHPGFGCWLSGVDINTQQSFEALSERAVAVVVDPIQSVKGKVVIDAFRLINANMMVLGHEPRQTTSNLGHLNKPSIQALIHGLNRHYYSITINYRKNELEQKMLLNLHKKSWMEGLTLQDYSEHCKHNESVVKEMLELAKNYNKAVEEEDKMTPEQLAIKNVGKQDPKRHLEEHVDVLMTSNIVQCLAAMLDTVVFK
CSN deneddyl inh: inhibitors of CSN-mediated cullin deneddylation, primary screen, biochemical, fluorescence polarization, uHTS. COP9 signalosome complex subunit 5 (Homo sapiens), Q92905. Purified CSN, SCF-Nedd8-OG deneddylation. inhibition, % at 12.5 µM. actives 0.38% (n = 360,000);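 active = pattern-corrected inhibition above about 35%, with an unprinted fluorescence ratio check between 0.5 and 1.5, limit read from the data, passing the limit was not always enough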;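 also: 0% = enzyme with substrate and 100% = substrate without enzyme; some results filed as inactive read as strong as hits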
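Schedule: reaction 90 min, room temperature / Assay system: HEK293T-derived human Csn5 enzyme / Input: Csn5 at 0.24 nM final / Measure: inhibition of Csn5 cleavage, % / Control set: substrate-only high control, full reaction low control / Technique: fluorescence polarization of the substrate / Buffer or medium: Tris/NaCl/DTT buffer, pH 7.5 / Reagent: SCFSkp2-Nedd8OG substrate at 10 nM final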
LMPTP block: LMPTP phosphatase inhibitors, primary screen, biochemical, fluorescence intensity, uHTS; recombinant LMPTP-A, OMFP fluorogenic substrate; inhibition, % at 20 µM; actives 0.22% (n = 360,000); AID 651560, 2012;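 active = compounds that cut the enzyme signal by at least half of the control window in the single-dose screen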;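 also: plate controls were DMSO wells with enzyme plus substrate for no effect and substrate without enzyme for full effect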
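Material: LMPTP-A; amount: 0.625 nM enzyme; doses: single 20 µM dose; times: reaction 50 min, room temperature, dark; technique: fluorescence intensity of OMFP turnover product; benchmarks: no-enzyme and uninhibited controls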
SUMO1 PPI mod: modulators of SUMO1 protein-protein interactions, primary screen, biochemical, uHTS; Small ubiquitin-related modifier 1 (Homo sapiens), P63165; SUMO1 binding to a labelled peptide, TR-FRET, 1 h; inhibition, % at 20 µM; actives 0.33% (n = 360,000); in the data active = inhibition above about 37%
STEP inh: STEP phosphatase inhibitors, primary screen, biochemical, fluorescence intensity, uHTS | recombinant STEP, OMFP fluorogenic substrate | Tyrosine-protein phosphatase non-receptor type 5 (Homo sapiens), P54829 | actives 0.25% (n = 360,000) | inhibition, % at 20 µM;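 active = inhibition at 20 µM, scaled per plate between control wells, above about 37%, limit read from the data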;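 also: 0% = DMSO with enzyme and substrate and 100% = substrate only without enzyme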
Target sequence (P54829 whole entry, looked up): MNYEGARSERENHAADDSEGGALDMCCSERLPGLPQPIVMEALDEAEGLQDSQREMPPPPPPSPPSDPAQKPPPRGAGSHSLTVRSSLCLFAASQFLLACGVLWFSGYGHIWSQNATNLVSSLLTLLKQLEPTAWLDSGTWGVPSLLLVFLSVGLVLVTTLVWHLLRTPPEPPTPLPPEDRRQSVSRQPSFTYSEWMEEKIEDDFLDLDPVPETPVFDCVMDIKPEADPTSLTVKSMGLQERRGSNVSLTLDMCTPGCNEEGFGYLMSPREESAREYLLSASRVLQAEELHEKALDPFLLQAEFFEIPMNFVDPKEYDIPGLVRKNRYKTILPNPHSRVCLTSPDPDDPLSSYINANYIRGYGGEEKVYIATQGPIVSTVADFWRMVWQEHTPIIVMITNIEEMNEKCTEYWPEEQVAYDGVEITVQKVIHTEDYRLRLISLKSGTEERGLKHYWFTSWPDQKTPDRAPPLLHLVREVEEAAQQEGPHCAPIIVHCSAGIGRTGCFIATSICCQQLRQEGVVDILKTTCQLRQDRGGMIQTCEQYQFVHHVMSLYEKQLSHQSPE
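Material: STEP (striatal-enriched tyrosine phosphatase) enzyme, cell-free | Medium: 50 mM Bis-Tris pH 6.0 with 2.5 mM DTT and 0.005% Tween 20 | Read-out: Percent inhibition scaled to no-enzyme and uninhibited-enzyme controls, plate-pattern corrected | Signal: Fluorescence read at 480 nm ex / 540 nm em | Times: 20 min reaction, room temperature, in the dark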
DNMT1 block: human DNMT1 methyltransferase inhibitors, primary screen, biochemical, molecular beacon, fluorescence, HinP1I cleavage, uHTS; DNA (cytosine-5)-methyltransferase 1 (Homo sapiens), P26358; inhibition (reported as % activation of signal), % at 10 µM; actives 0.83% (n = 360,000); AID 588458, 2011; in the data active = inhibition above about 50%
Numbers without * were called inactive; i = inactive; x = no result given. Random draw from the library, and some 3.9% of all compounds hit somewhere here.

SMILES	NadD inh	Tb MetRS inh	Scp-1 inhibitor	MsrA inhibitor	Rpn11 inh	CSN deneddyl inh	LMPTP block	SUMO1 PPI mod	STEP inh	DNMT1 block
Cc1ccc(SCCC(=O)N2CCCC2)cc1	-6	-0.5	-6	-1.0	i	-4	-1.2	-7	0	3
Cc1ccc(-n2c(C)cc(C(=O)CSc3nnc4ccccn34)c2C)cc1	3	-0.5	3	-0.1	i	3	0.6	-2	-2	-1
CCCC(=O)NC(C)C(c1cccs1)N1CCN(c2ccccc2)CC1 (configuration not stated)	-2	-0.1	-3	-0.9	i	3	-1.0	3	0	-3
NC(N)=NCC(O)CN(c1ccccc1)c1ccccc1 (configuration not stated)	-7	-0.8	-18	-1.5	i	-2	-0.9	-2	0	-5
C/C=C(\C)C(=O)Nc1cccc(C2=NOC3(C2)C[C@@H](C(N)=O)N(C(=O)/C(C)=C/C)C3)c1 (some centres not stated)	-4	1.0	-9	-0.8	i	-1	-1.7	3	-3	5
CCc1ccc(C(=O)N2CCC(c3nc4ccccc4s3)CC2)cc1	-2	0.0	-3	0.6	i	-1	0.4	-1	1	-4
CN(C)C(CNC(=O)c1ccc(NS(=O)(=O)c2ccc(F)cc2)cc1)c1ccco1 (configuration not stated)	-7	-0.4	-7	-1.3	i	-4	-2.5	2	-3	3
O=C(CN1C(=O)COc2ccccc21)NCCCN1CCCCC1	-2	-0.3	-7	-0.6	i	1	0.1	2	2	2
Cc1c(NC(=O)c2cc(-c3ccc(Cl)cc3)on2)c(=O)n(-c2ccccc2)n1C	1	-0.1	-7	0.0	i	0	0.2	5	-2	3
Cc1cccc(NCN2C(=O)c3ccccc3C2=O)c1	9	-0.9	7	0.8	i	5	-1.8	-2	-4	3
CCn1ncc(Br)c1C(=O)Nc1ccc(F)c([N+](=O)[O-])c1	-3	0.0	-9	-0.7	i	-5	0.0	-19	-2	-1
CCOC(=O)COc1ccc(S(=O)(=O)NCc2ccncc2)cc1	1	0.2	2	-2.4	i	-1	-1.3	3	-2	-2
CCCS(=O)(=O)N1CCCC(C(=O)NCCCN2CCN(c3ccc(F)cc3)CC2)C1 (configuration not stated)	-1	-1.6	-5	1.2	i	5	1.1	1	-3	6
O=C(Cc1csc(N2CCOCC2)n1)N/N=C/c1ccc(F)cc1	10	-1.1	-7	0.8	i	1	-1.3	-3	-1	-2
COc1ccccc1C(=O)N1CCN=C1SCc1cccnc1	-1	-0.7	0	-1.1	i	3	-0.2	0	1	4
Cc1nc(NC(=O)CN(C)S(=O)(=O)c2ccc(Cl)cc2)sc1C	-4	-1.3	-8	0.9	i	5	0.4	1	-1	-2
O=C(N/N=C/c1ccccc1O)c1cccc(C(F)(F)F)c1	-3	-0.5	53*	2.8	i	10	20	4	5	3
CN(C(=O)COC(=O)c1ccccc1NCc1ccco1)c1c(N)n(Cc2ccccc2)c(=O)[nH]c1=O	11	-0.4	1	0.7	i	3	-0.3	5	1	-3
CC1CCCC(C)N1C(=O)COC(=O)c1nn(C)c(=O)c2ccccc12 (configuration not stated)	-3	0.0	-5	0.8	i	4	-0.6	-5	2	3
CCN(CC)S(=O)(=O)c1ccc(NC(=O)c2cccnc2Cl)c(NC(=O)c2cccnc2Cl)c1	-6	-0.8	-6	-0.5	i	-11	0.3	1	0	0
COc1ccccc1CN1CCNC(=O)C1CC(=O)N(C)Cc1cnccn1 (configuration not stated)	-7	-0.5	-5	1.2	i	0	-1.4	5	3	-1
CCNc1nc(C)c2cc(Br)c(=O)n(CC)c2n1	5	-0.6	-7	0.5	i	2	1.1	1	3	0
Cc1ccccc1N1CCN(C2CCCN(C(=O)c3ccc(Cl)s3)C2)CC1 (configuration not stated)	-4	-0.5	-8	0.1	i	3	2.2	1	0	4
Cc1noc(NS(=O)(=O)c2ccc(NC(=O)c3cccc(S(=O)(=O)N(C)c4ccccc4)c3)cc2)c1C	7	0.0	-14	0.2	i	-3	-0.2	7	-1	-2
O=C1CCCCC1C1(O)C(=O)Nc2ccccc21 (configuration not stated)	0	0.0	x	-0.8	i	2	-1.7	2	1	0
Later entries.
SMILES	NadD inh	Tb MetRS inh	Scp-1 inhibitor	MsrA inhibitor	Rpn11 inh	CSN deneddyl inh	LMPTP block	SUMO1 PPI mod	STEP inh	DNMT1 block
O=C(c1cnc2n(c1=O)CCS2)N1CCN(c2ccccc2F)CC1	-9	-0.5	-1	-1.1	i	4	-0.7	-2	-2	1
O=c1[nH]c2ccccc2c2oc(CCl)nc12	-4	-0.3	3	1.6	i	-4	-1.5	0	2	6
COc1ccc(CNC(=O)C2CCN(C(=O)[C@@H]3Cc4ccccc4CN3)CC2)cc1	-4	-0.5	6	0.5	i	-4	-0.9	2	-2	-1
COc1ccc(S(=O)(=O)N(C)C[C@@H]2Oc3ccc(NS(=O)(=O)c4cn(C)cn4)cc3C(=O)N([C@@H](C)CO)C[C@@H]2C)cc1	0	-0.2	-2	-0.3	i	-3	-1.3	1	-1	1
O=C(O)c1ccc(NN=Cc2cc(=O)[nH]c(=O)[nH]2)cc1	-5	-0.3	-13	0.8	i	-2	-1.2	-27	-2	-4
COc1cccc(NC(=O)COC(=O)C2CCCCC2)c1	-10	-0.3	-6	0.4	i	-2	-0.4	3	0	-4
COC(=O)c1cccc(NC(=O)CC2C(=O)NCCN2C(=O)Nc2cc(C)cc(C)c2)c1 (configuration not stated)	-4	-0.1	-7	0.4	i	2	0.8	4	1	-2
COC(=O)CCCCCCCCCCN1CCCCC1	1	-0.1	0	-0.1	i	-3	-1.8	-4	-2	-3
O=C(NCCS(=O)(=O)N1CCN(c2ccccc2)CC1)c1cccs1	-4	-0.7	-5	0.8	i	-2	0.7	-4	-1	3
COc1nc(-c2ccccc2)c2c(c1C#N)CC(C)(C)OC2	-4	-0.3	-3	0.4	i	0	0.0	2	-2	0
CSc1nc(NCC(C)C)c2c3c(sc2n1)CN(C)CC3	-4	-0.4	0	-0.3	i	-1	14	4	5	-6
Cc1sc2nc(SCC(=O)Nc3c(C)n(C)n(-c4ccccc4)c3=O)n(C)c(=O)c2c1C	6	-0.6	3	-0.3	i	3	-0.1	8	7	9
C=CCN1CCc2c(cc(O)c(O)c2Cl)C(c2ccccc2)C1 (configuration not stated)	10	-0.6	-14	-0.3	i	-4	-3.8	3	1	14
O=C(O)CCC(=O)Nc1ccc(Br)cc1C(=O)c1ccccc1Cl	-8	-0.2	-1	1.8	i	-1	-1.9	1	3	-1
Cc1ccc(N(CC(=O)NCCc2ccccc2)S(=O)(=O)c2c(C)noc2C)cc1	-2	-1.6	-8	0.5	i	-3	-0.8	-1	0	-2
O=C1c2ccccc2C2=Nc3ccccc3SC(c3cccc(F)c3)C12 (configuration not stated)	10	0.3	-14	0.6	i	8	5.9	-19	4	-9
CC1CC(C)CN(C(=O)COC(=O)c2nn(C)c(=O)c3ccccc23)C1 (configuration not stated)	-3	-0.6	0	-0.1	i	0	0.0	-7	-2	1
O=c1c2ccccc2nnn1CSc1nnnn1-c1ccccc1	-9	-1.0	0	-0.5	i	6	-1.1	-8	-3	-2
N#Cc1nc(COc2ccc(Br)cc2)oc1N1CCCC1	-9	0.5	-13	0.7	i	7	2.5	-3	7	-2
CCOC(=O)C1CCN(C(=O)Cn2cc(C#N)c3ccccc32)CC1	-2	0.2	-6	-0.2	i	0	0.0	-1	8	-6
Cc1ccc(Cl)cc1NC(=S)N(CCCN1CCN(C)CC1)Cc1ccco1	-5	-1.0	4	0.8	i	10	-2.8	3	0	2

By substructure: those above containing a Cl atom (8)
SMILES	NadD inh	Tb MetRS inh	Scp-1 inhibitor	MsrA inhibitor	Rpn11 inh	CSN deneddyl inh	LMPTP block	SUMO1 PPI mod	STEP inh	DNMT1 block
Cc1c(NC(=O)c2cc(-c3ccc(Cl)cc3)on2)c(=O)n(-c2ccccc2)n1C	1	-0.1	-7	0.0	i	0	0.2	5	-2	3
Cc1nc(NC(=O)CN(C)S(=O)(=O)c2ccc(Cl)cc2)sc1C	-4	-1.3	-8	0.9	i	5	0.4	1	-1	-2
CCN(CC)S(=O)(=O)c1ccc(NC(=O)c2cccnc2Cl)c(NC(=O)c2cccnc2Cl)c1	-6	-0.8	-6	-0.5	i	-11	0.3	1	0	0
Cc1ccccc1N1CCN(C2CCCN(C(=O)c3ccc(Cl)s3)C2)CC1 (configuration not stated)	-4	-0.5	-8	0.1	i	3	2.2	1	0	4
O=c1[nH]c2ccccc2c2oc(CCl)nc12	-4	-0.3	3	1.6	i	-4	-1.5	0	2	6
C=CCN1CCc2c(cc(O)c(O)c2Cl)C(c2ccccc2)C1 (configuration not stated)	10	-0.6	-14	-0.3	i	-4	-3.8	3	1	14
O=C(O)CCC(=O)Nc1ccc(Br)cc1C(=O)c1ccccc1Cl	-8	-0.2	-1	1.8	i	-1	-1.9	1	3	-1
Cc1ccc(Cl)cc1NC(=S)N(CCCN1CCN(C)CC1)Cc1ccco1	-5	-1.0	4	0.8	i	10	-2.8	3	0	2

Screening data deposited in PubChem by several laboratories.
